# 4MU fluor – compound fluoresces in the 4-MU spectral region; compound autofluorescence, 340/450 nm, 4-MU equivalents; active compounds read high; max dye-equivalent concentration, M; actives 11% (n = 59,000); AID 589; in the data active = max dye-equivalent concentration above about 10 nM; inconclusive = mostly about 1.1 nM to 9.6 nM
#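 Compounds in 100 mM Tris, pH 8.0, sat 15 min at room temperature before fluorescence was read at 340 nm excitation/450 nm emission; a per-plate six-point 4-MU standard curve converted signals to dye-equivalent concentration at each compound concentration.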
# GFP derepression – derepresses silenced GFP locus in mouse C127i cells; Potency, µM (series often up to 46.1 µM), without a hit: at the highest dose GFP derepression (activation); actives 0.09% (n = 68,000); mouse C127i GFP locus derepression, cytometry, 30 h; note: % of control where 0% means no effect
#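 Locus derepression in mouse mammary C127i cells whose integrated CMV-GFP reporter is normally silent; GFP expression after 30 h compound treatment was quantified by counting fluorescent cells.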
# BRCT inh red – disrupts BRCA1 BRCT binding to phosphoprotein, red fluorophore readout; P38398; BRCT-phosphopeptide binding, red fluorescence polarization; Potency, µM (top dose mostly 76.9 µM), inactives show top-dose activity change, negative = inhibition, most hits filed as inhibitors; actives 0.03% (n = 75,000); note: % is set by controls: 0 for no effect and ±100 for the full control effect
#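 Rhodamine-labelled pBACH1 10-mer (100 nM) bound to BRCT domain (100 nM) at pH 7.3; compounds incubated 12 min room temperature, polarization read. Free peptide defines full inhibition; unlabelled decapeptide titrated as control.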
# Fluorescein fluor – fluorescein region autofluorescence; actives 0.91% (n = 59,000); Compound autofluorescence, 480/540 nm, fluorescein-equivalent; active compounds read high; max fluorescein-equivalent concentration, M; in the data active = max fluorescein-equivalent concentration above about 10 nM; inconclusive = between about 1.1 nM and that limit
#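 Compounds (23 nL) in 100 mM Tris pH 8.0, 15 min at room temperature, then fluorescence read at 480 nm excitation/540 nm emission. Signal converted to fluorescein-equivalent concentration from an on-plate fluorescein standard curve.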
# Casp7 inh – blocks human caspase-7 allosterically or competitively; actives 0.02% (n = 75,000); Potency, µM (titrated, usually from 57.5 µM), without a hit: top-dose activity change, negative = inhibition, usual class: inhibitors; recombinant caspase-7, Ac-DEVD-AFC fluorescence rate; AID 889; P55210; active = well fitted inhibition curve with a large enough effect in the main read-out, with a control signal flat, not every such curve was filed as active; inconclusive = small, poorly fitted or top-dose-only effect, or a change in a side signal; note: potency is the fitted concentration of half-maximal effect; % of control where 0% means no effect
# UbGFP stabilizer – inhibits proteasome, raising ubiquitin-GFP reporter fluorescence | 67,000 tested, under 10 active | Potency, µM (titrated, usually from 45.9 µM), for inactives: at the highest dose activation (GFP accumulation), usual class: activators | Ubiquitin-GFP reporter cells, proteasome inhibition, GFP fluorescence; response scale: untreated = 0%, 10 µM MG-132 = 100%; active = well fitted activation curve with a large enough effect, not every such curve was filed as active; inconclusive = small, poorly fitted or top-dose-only effect, or another doubt; inactive = no such curve, though single readings can be large or run the other way; note: potency is the fitted concentration of half-maximal effect
#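 Reporter cells (U2OS, ubiquitin-G76V-GFP fusion) are plated overnight, then treated 4 hr at 37 °C with compound titrations from 46 uM down to 2.9 nM. Activity is scaled against untreated cells and 10 uM MG-132.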
# USP2a inhib – blocks human ubiquitin-specific protease USP2a; O75604; Potency, µM (series often up to 38.3 µM), for the others: at the top dose activity change, negative = inhibition, actives largely listed as inhibitors; actives 0.1% (n = 60,000); AID 927; USP2a enzymatic assay, qHTS inhibition;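 note: potency is the fitted concentration of half-maximal effect; nearly all actives have a fitted effect of over 60% in size; plate controls were DMSO for no effect and NEM full inhibition control for full effect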
# Target sequence (O75604 whole entry, looked up): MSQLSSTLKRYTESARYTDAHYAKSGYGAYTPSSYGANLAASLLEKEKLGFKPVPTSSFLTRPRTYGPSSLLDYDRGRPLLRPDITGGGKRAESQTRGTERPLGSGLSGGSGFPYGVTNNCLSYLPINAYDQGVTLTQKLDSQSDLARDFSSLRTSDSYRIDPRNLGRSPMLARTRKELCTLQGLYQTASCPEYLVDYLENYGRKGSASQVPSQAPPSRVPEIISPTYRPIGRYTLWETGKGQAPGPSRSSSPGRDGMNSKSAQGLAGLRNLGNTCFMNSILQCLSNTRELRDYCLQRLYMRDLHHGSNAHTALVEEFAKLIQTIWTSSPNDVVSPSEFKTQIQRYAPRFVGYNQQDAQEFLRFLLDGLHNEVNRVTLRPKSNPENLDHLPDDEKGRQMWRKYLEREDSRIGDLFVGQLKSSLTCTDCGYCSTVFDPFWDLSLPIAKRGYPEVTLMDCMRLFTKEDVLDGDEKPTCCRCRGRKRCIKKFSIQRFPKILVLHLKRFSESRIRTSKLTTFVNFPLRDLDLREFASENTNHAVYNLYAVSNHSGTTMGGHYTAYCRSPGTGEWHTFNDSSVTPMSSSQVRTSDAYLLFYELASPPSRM
#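 Inhibition is measured in a cell-free coupled assay with 20 nM USP2 core, 20 nM Ub-PLA2 and 20 uM NBD C6-HPC, 2.5 h incubation. Activity normalized to NEM control.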
# HEK293 cAMP cs – counter-screen for TSHR agonists: cAMP increase in parental HEK293; actives 2.5% (n = 73,000); AID 938; Potency, µM (highest dose often 57.1 µM), without a hit: at the highest dose activation, actives largely listed as activators; parental HEK293 CNG cAMP sensor, membrane potential fluorescence; note: potency is the fitted concentration of half-maximal effect; % of control where 0% means no effect; nearly all actives have a fitted effect of over 55% in size
#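 Counterscreen for endogenous-receptor signalling: CNG-channel HEK 293 cells report cAMP rise by membrane depolarization. After 60 min dye equilibration with 100 uM RO 20-1724, compounds incubated 30 min before bottom-read fluorescence at 590 nm.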
# BRCT inh green – BRCA1 BRCT-phosphoprotein interaction inhibition; actives 0.05% (n = 75,000); BRCA1 BRCT-phosphopeptide binding, green fluorescence polarization; AID 875; Potency, µM (titrated, usually from 76.9 µM), for inactives: top-dose activity change, negative = inhibition, actives largely listed as inhibitors;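 note: potency is the fitted concentration of half-maximal effect; plate controls were peptide without protein for full effect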
#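 Fluorescence polarization: His-tagged BRCT (~35 kDa BRCA1 C-terminus, 250 nM) bound to 100 nM fluorescein-labeled phosphorylated 10-aa BACH1 peptide, pH 7.3 phosphate buffer with DTT and Tween 20. Compounds incubated 12 min at room temperature; inhibition read as lowered polarization.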
# A350 autofl – A350 region autofluorescence; max dye-equivalent concentration, M; actives 11% (n = 59,000); AID 590; Compound autofluorescence, 340/450 nm, Alexa 350 dye-equivalents; active compounds read high; in the data active = max dye-equivalent concentration above about 10 nM; inconclusive = mostly about 1.1 nM to 9.6 nM
# Caspase-1 inhib – blocks human caspase-1 allosterically or competitively; AID 900; P29466; actives 0.03% (n = 75,000); Caspase-1 enzyme, Ac-WEHD-AFC fluorogenic rate; Potency, µM (highest dose often 57.5 µM), for the others: at the top dose activity change, negative = inhibition, usual class: inhibitors;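 note: potency is the fitted concentration of half-maximal effect; plate controls were vehicle for no effect and no substrate for full effect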
# Target sequence (P29466 120-297 limits assumed): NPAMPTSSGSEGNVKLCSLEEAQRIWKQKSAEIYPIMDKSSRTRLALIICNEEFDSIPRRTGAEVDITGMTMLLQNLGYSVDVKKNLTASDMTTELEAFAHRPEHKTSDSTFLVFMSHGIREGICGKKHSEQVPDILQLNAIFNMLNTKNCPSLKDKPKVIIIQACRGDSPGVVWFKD
# Target sequence (P29466 317-404 limits assumed): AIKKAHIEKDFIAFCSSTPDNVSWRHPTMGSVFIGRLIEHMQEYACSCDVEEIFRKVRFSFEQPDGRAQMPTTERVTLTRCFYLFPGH
# The depositor's hits bear a star; i = inactive; ? = inconclusive; · = not tested or not shown; [ ] = dose if it differs, or a comment. Unless noted, calls come from the whole dose curve; as a rule, active = well fitted curve in the direction sought with a large enough effect; inconclusive = small, poorly fitted or top-dose-only effect, or another doubt; inactive = no such curve, though single readings can be large; an effect the other way counts as inactive or inconclusive. This is a subset, so the mix of outcomes need not match the whole.
SMILES,4MU fluor,GFP derepression,BRCT inh red,Fluorescein fluor,Casp7 inh,UbGFP stabilizer,USP2a inhib,HEK293 cAMP cs,BRCT inh green,A350 autofl,Caspase-1 inhib
CCc1ccc(NC(=O)C2CC=CCC2C(=O)O)cc1 (stereo not drawn),·,-2%,1.0%,·,0%,4%,-9%,0%,0.7%,·,0%
C/C(CCN1CCCc2nc(C)c(C)cc21)=N\O[C@@H](C)c1cn([C@@H]2COC[C@@H]2O)nn1,·,·,0.9%[15.4 µM],·,-10%[11.5 µM],·,·,2%[11.4 µM],-2.3%[15.4 µM],·,-5%[11.5 µM]
CCn1c(SCC(N)=O)nc2ccccc2c1=O,i,-2%,-0.2%,i,0%,-6%,3%,4%,1.4%,i,0%
O=C(OCC(=O)N1CCN(C(=O)c2ccco2)CC1)c1cn(-c2ccccc2)nc1-c1ccccc1,?,-4%,-0.1%,i,-3%,5%,38%[activator],-11%,0.7%,?,-1%
COc1ccc(CCNc2ncnc3nc[nH]c23)cc1OC,·,·,-0.6%,·,-1%,10%,·,?,-0.6%,·,-2%
CCn1c(=O)n(CC)c2cc(S(=O)(=O)NCCOc3ccccc3)c(C)cc21,i,-4%,0.8%,i,1%,9%,8%,2%,-1.2%,i,-1%
CC(=O)OC(C(=O)NCS(=O)(=O)c1ccc(C)cc1)c1cccnc1 (stereo not drawn),i,-1%,-0.2%,i,7%,-5%,-13%,2%,0.8%,i,0%
COc1ccc(NC(=O)CSc2nnc(-c3ccco3)n2C)cc1,i,1%,-0.1%,i,1%,1%,6%,18%,-2.4%,i,2%
CCOC(=O)CN(C(=O)CSc1nnc(-c2ccc(OC)c(OC)c2)o1)c1ccccc1,i,-2%,-1.1%,i,2%,-5%,37%[activator],19%,-2.6%,i,3%
O=C(Nc1ccc(N2CCOCC2)cc1)C1CCN(S(=O)(=O)Cc2ccccc2)CC1,i,4%,-0.3%,?,·,-1%,-21%,0%,0.1%,?,-3%
CCn1c(CSc2ncccn2)nnc1SCC(=O)N1CCc2ccccc21,i,-3%,-0.5%,i,2%,1%,·,1%,-0.7%,i,-2%
COc1ccc(O)c(-c2c(-c3ccc(Cl)cc3)n[nH]c2C)c1,i,0%,-1.4%,?,-4%,·,13%,-22%,-7.7%,i,-1%
O=c1sc2ccccc2n1COc1ccccc1,·,?,0.5%,·,-4%,-5%,-1%,25µM*,-1.6%,·,-5%
CC(C)Cc1c(O)nc(SCCN2CCOCC2)[nH]c1=O,i,1%,-0.5%,i,3%,6%,-1%,11%,-2.5%,i,0%
CCN(CCCNC(=O)Cn1ncc2c(=O)oc3ccccc3c21)c1cccc(C)c1,·,·,-0.4%,·,-3%,-6%,·,21%,-0.6%,·,1%
COc1cc(C(=O)N2CCN(S(=O)(=O)c3ccc(C)cc3)CC2)ccc1OCc1c(C)noc1C,i,0%,-1.6%,i,-1%,3%,27%,9%,0.8%,i,0%
O=c1oc(-c2ccccc2)nc2c1cnn2-c1ccccc1,?,0%,-2.2%,?,0%,1%,-19%,16%,-0.5%,1.4e-08M*,-1%
CC(C)NC(=O)c1ccccc1NC(=O)CN(c1ccc2c(c1)OCO2)S(C)(=O)=O,i,-2%,-0.3%,i,0%,-2%,1%,16%,0.5%,i,-2%
CCOc1ccc2[nH]c(C)cc(=O)c2c1,·,·,1.5%,·,-2%,-2%,·,?,-1.1%,·,-3%
COc1cc2c(cc1OC)C(C(=O)Nc1ccc3c(c1)OCCO3)C1c3ccccc3CCN1C2=O (stereo not drawn),i,0%,-0.7%,i,-1%,-5%,32%[activator],?,1.3%,i,-1%
CCOC(=O)N1CCN(C(=O)CCCN2C(=O)CSc3nc(C)cc(C)c32)CC1,i,-1%,0.4%,i,-1%,-3%,-6%,-3%,-1.8%,i,1%
COC(=O)[C@@]1(Cc2ccc(F)cc2)[C@H]2c3cc(C(=O)N(C)C)n(Cc4ccc(OC(F)(F)F)cc4)c3C[C@H]2CN1C(=O)c1ccccc1,·,·,1.4%,·,-12%,·,·,?,7.2%,·,-2%
O=C(O)C1(c2cccc(Cl)c2)CCC1,i,0%,1.4%,?,0%,-2%,0%,10%,-2.6%,i,-2%
CCCn1c(-c2ccc(F)cc2)nc2c(NCCCN(CC)CC)nc(C)nc21,·,·,0.1%,·,0%,-5%,·,?,0.4%,·,1%
COc1cc(NC(=O)CSc2nnc(C)s2)cc(OC)c1OC,i,4%,0.4%,i,0%,7%,-1%,?,-2.6%,i,1%

# Overlap with the part before: 2 entries, followed by the next part.
SMILES,4MU fluor,GFP derepression,BRCT inh red,Fluorescein fluor,Casp7 inh,UbGFP stabilizer,USP2a inhib,HEK293 cAMP cs,BRCT inh green,A350 autofl,Caspase-1 inhib
CCCn1c(-c2ccc(F)cc2)nc2c(NCCCN(CC)CC)nc(C)nc21,·,·,0.1%,·,0%,-5%,·,?,0.4%,·,1%
COc1cc(NC(=O)CSc2nnc(C)s2)cc(OC)c1OC,i,4%,0.4%,i,0%,7%,-1%,?,-2.6%,i,1%
c1cncc(CNc2ncnc3ccc(-c4cccnc4)cc23)c1,i,11%[9.22 µM],0.8%,i,1%,4%,1%,7%,9.6%,i,-2%
O=C1c2ccccc2OCOc2ccccc21,·,-2%,0.6%,·,-2%,15%,-1%,?,-1.5%,·,0%
CN1C[C@H](C(=O)N[C@]2(C)O[C@]3(O)[C@H]4CCCN4C(=O)[C@H](Cc4ccccc4)N3C2=O)C[C@H]2c3cccc4[nH]cc(c34)C[C@@H]21,i,-2%[20.6 µM],-0.1%[34.4 µM],?,-11%[25.7 µM],3%[20.5 µM],40%[activator][17.1 µM],3%[25.6 µM],0.6%[34.4 µM],i,-6%[25.7 µM]
CCC(C)c1ccc2oc(-c3ccc(NC(=O)c4ncn[nH]4)cc3)nc2c1 (stereo not drawn),5.8e-08M*,0%,-0.4%,i,-1%,-3%,24%,-4%,1.2%,6.2e-08M*,0%
CCS(=O)(=O)C(=C(Nc1ccc(OC)cc1)Nc1ccc(OC)cc1)S(=O)(=O)CC,·,-2%,0.7%,·,1%,-2%[9.17 µM],9%[7.66 µM],2%[11.4 µM],-2.4%,·,1%
NC(=O)C1CCN(C(=O)CSc2ccccn2)CC1,i,4%,0.6%,i,1%,7%,-3%,13%,-4.6%,i,2%
Nc1cccc(OCc2nc(N)nc(N)c2-c2ccc(Cl)cc2)c1,i,0%[9.22 µM],0.6%[15.4 µM],?,-2%[11.5 µM],-5%[9.17 µM],·,-3%[11.4 µM],-0.2%[15.4 µM],i,-3%[11.5 µM]
CC(=O)Nc1ccc(C(=O)OCC(=O)NC(=O)NC2CCCCC2)cc1,i,0%,-1.9%,i,2%,7%,9%,-6%,-0.2%,i,1%
Cc1ccc(CN2C(=O)CCC2C(=O)NCCCN2CCOCC2)cc1 (stereo not drawn),i,2%,-0.1%,i,0%,-4%,6%,2%,-2.9%,i,0%
CCc1cccc(NC(=O)c2ccc(Br)o2)c1,i,-1%,0.5%,i,-3%,-4%,3%,26%,-0.2%,i,1%
Cc1ccc(-n2ncc3c(=O)[nH]c(SCC(=O)N4CCC(C)CC4)nc32)cc1C,·,·,-0.6%,·,2%,9%,·,1%,-0.8%,·,-3%
COc1cc(C(=O)N2CCC(NC(=O)C(Cc3ccccc3C)NC(C)=O)CC2)cc(OC)c1OC (stereo not drawn),i,0%,1.1%,?,0%,0%,6%,-6%,-1.3%,i,2%
C=CCc1cccc(C2C(C)CCC3C(=O)N4C(Cc5c([nH]c6ccccc56)C4c4cc(OC)c(OC)c(OC)c4)C(=O)N32)c1 (stereo not drawn),·,·,1.1%[15.4 µM],·,-1%[11.5 µM],·,·,-2%[11.4 µM],-0.5%[15.4 µM],·,-3%[11.5 µM]
CCOC(=O)c1sc2nc(N3CCOCC3)c3c(c2c1N)CC(C)(C)N(C)C3,·,10%,1.1%,·,-25%,0%,3%,-5%,-3.7%,·,-17%
CC12/C(=N/O)C3C4CC5C3/C(=N/O)C1C5C42 (stereo not drawn),i,-2%,0.7%,i,7%,-3%,-3%,2%,-2.2%,i,1%
CC(=O)NC(C)C(c1cccs1)N1CCN(c2ccccc2)CC1 (stereo not drawn),i,0%,-0.2%,?,-1%,·,-2%,10%,-6.9%,i,1%
COCCOC(=O)C1=C(C)NC(=O)NC1C1CC=CCC1 (stereo not drawn),·,-2%,0.3%,·,1%,1%[9.17 µM],1%[7.66 µM],4%[11.4 µM],-1.6%,·,-1%

# Rewritten as tab-separated lines: part of the list above
Compound	4MU fluor	GFP derepression	BRCT inh red	Fluorescein fluor	Casp7 inh	UbGFP stabilizer	USP2a inhib	HEK293 cAMP cs	BRCT inh green	A350 autofl	Caspase-1 inhib
Cc1ccc(CN2C(=O)CCC2C(=O)NCCCN2CCOCC2)cc1 (stereo not drawn)	i	2%	-0.1%	i	0%	-4%	6%	2%	-2.9%	i	0%
CCC(C)c1ccc2oc(-c3ccc(NC(=O)c4ncn[nH]4)cc3)nc2c1 (stereo not drawn)	5.8e-08M*	0%	-0.4%	i	-1%	-3%	24%	-4%	1.2%	6.2e-08M*	0%
